Screening results as filed in PubChem.
GPR55 beta-arrestin: GPR55 agonists via beta-arrestin recruitment, primary screen, imaging, U2OS cells, beta-arrestin-GFP redistribution (AID 1961); U2OS GPR55 beta-arrestin-GFP redistribution imaging; higher % means a stronger effect; activation, % at 10 µM; hits with a dose series show EC50 in µM; 290,000 compounds, 0.048% hits;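 active = activation above 40% with more than 50 cells counted in the well; inconclusive = wells holding fewer than 50 cells, flagged as toxic or sparse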;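 note: U2OS osteosarcoma cells stably expressing GPR55 and beta-arrestin-GFP; plate controls were DMSO negative control for no effect and LPI positive control for full effect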
AID2073: disruptors of CaV2.2 binding to Mint1 – biochemical, HTRF (AID 2073); HTRF protein-protein interaction, Mint1-CaV2.2; higher % means a stronger effect; inhibition, % at 20 µM; hits with a dose series show IC50 in µM; 290,000 compounds, 0.19% hits; in the data active = inhibition mostly above about 51%, no sharp cut-off; inconclusive = no clear call, values can overlap the other calls; inactive = mostly below about 53%; note: some results filed as inactive read as strong as hits
GPR55 LPI antagonism: inhibition of LPI-stimulated GPR55 beta-arrestin translocation – imaging, U2OS, beta-arrestin-GFP, LPI agonist, primary screen (AID 2013). U2OS GPR55 beta-arrestin-GFP translocation imaging, LPI antagonism; higher % means a stronger effect. 290,000 compounds, 0.13% hits. inhibition, % at 10 µM; hits with a dose series show IC50 in µM;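 active = spots per cell inhibited over 60%, with over 100 cells counted and total cytoplasm intensity under 500,000; inconclusive = wells with under 100 cells, flagged as likely toxic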;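 note: U2OS cells stably carrying GPR55 and arrestin-GFP stimulated by 5 µM LPI near EC80; imaged beta-arrestin-GFP aggregate spots per cell after agonist stimulation; plate controls were LPI-stimulated DMSO wells for no effect and DMSO wells without LPI for full effect; some results filed as inactive read as strong as hits; confirmed hits need IC50 under 10 µM and bright autofluorescent wells are also inconclusive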
KOR beta-arrestin-1: KOR antagonists, beta-arrestin recruitment, cell-based, luminescence, uHTS (AID 1778). KOR beta-arrestin recruitment, luminescence, antagonist mode; higher % means a stronger effect. inhibition, % at 10 µM, or IC50 in µM where a hit was titrated. 290,000 compounds, 0.091% hits; in the data active = inhibition above about 50%; note: strong numbers were not always called active
NOD1 NF-kB reporter: NOD1 signaling inhibitors, primary screen, cell-based, luminescence, uHTS (AID 1578); inhibition, % at 4 µM; hits with a dose series show EC50 in µM; NOD1-driven NF-kB luciferase reporter cells, luminescence; higher % means a stronger effect; 290,000 compounds, 1% hits; in the data active = inhibition mostly above about 36%, no sharp cut-off; inactive = mostly below about 34%;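 note: HEK-293T reporter cells stimulated with the NOD1 agonist gamma-tri-DAP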
GPR35 arrestin U2OS: inhibition of zaprinast-stimulated GPR35 beta-arrestin translocation – imaging, U2OS, beta-arrestin-GFP, zaprinast agonist, primary screen (AID 2058) | U2OS GPR35 beta-arrestin-GFP translocation imaging, zaprinast antagonism; higher % means a stronger effect | one-dose inhibition, % at 10 µM; IC50 in µM for titrated hits | 290,000 compounds, 0.052% hits;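 active = inhibition of at least 50% with at least 30 cells and total cytoplasm GFP at most 10,000,000; inconclusive = under 30 cells or total GFP of 10,000,000 plus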
HIV fusion peptide: inhibitors of HIV fusion peptide binding, primary screen, biochemical, uHTS, fluorescence dequenching (AID 1986) | cell-free peptide binding, fluorescence dequenching, 30 min; higher % means a stronger effect | 290,000 compounds, 0.3% hits | one-dose inhibition, % at 20 µM; IC50 in µM for titrated hits; in the data active = inhibition mostly above about 52%, no sharp cut-off; inactive = mostly below about 76%; note: some results filed as inactive read as strong as hits
KOR beta-arrestin-2: KOR agonists, beta-arrestin recruitment, primary screen, cell-based, luminescence, uHTS (AID 1777). 280,000 compounds, 0.02% hits. activation, % at 10 µM; hits with a dose series show EC50 in µM. KOR beta-arrestin recruitment, luminescence; higher % means a stronger effect; in the data active = activation above about 50%, passing the limit was not always enough; note: a part of the inactive calls stands beside numbers as strong as those of hits
SIAH1 antagonists: blockers of Siah-1 interaction with plectin peptide – biochemical, fluorescence polarization, rhodamine-plectin, uHTS, primary screen (AID 1817); 290,000 compounds, 0.02% hits; Siah-1 / rhodamine-plectin peptide fluorescence polarization; higher % means a stronger effect; displacement, % at 20 µM, or IC50 in µM where a hit was titrated;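 active = displacement of at least 50% at 20 µM, with a fluorescence ratio check between 0.3 and a set limit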;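 note: plate controls were Siah plus tracer with DMSO for no effect and tracer alone without Siah for full effect; strong numbers were not always called active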
* marks the source's active call; other numbers are inactive results; u = inconclusive; x = not tested or not shown; [ ] = dose if it differs, or a comment. These rows are one share of the data (hit frequency here may not be typical).

SMILES	GPR55 beta-arrestin	AID2073	GPR55 LPI antagonism	KOR beta-arrestin-1	NOD1 NF-kB reporter	GPR35 arrestin U2OS	HIV fusion peptide	KOR beta-arrestin-2	SIAH1 antagonists
Cc1ccc(C(O)P(=O)(OC(C)C)c2ccc(N(C)C)cc2)cc1 (configuration not stated)	-0.3%	6.7%	-4.6%	-4.1%	6.3%	-13.6%	1.9%	3.1%	2.6%
CCn1cc(C(=O)NCCc2ccccc2)c(=O)c2cc(S(=O)(=O)N(C)C)ccc21	-0.2%	-4.9%	-3.2%	-14.5%	-7.7%	-11.6%	-0.9%	-0.6%	-1.9%
CC1CCCCC1NS(=O)(=O)c1ccc(S(=O)(=O)N2CCCC2)cc1 (configuration not stated)	0.5%	-8.6%	-1.2%	-32.7%	0.1%	6.6%	1.6%	-4.9%	2.2%
CC(C)CNS(=O)(=O)c1ccc(CCC(=O)NCCc2ccccc2)cc1	-0.2%	0.1%	14.9%	16.9%	0.2%	4.0%	-0.6%	-3.0%	-2.2%
CCC1C(=O)NCCN1C(=O)c1cc(COc2cc(C)ccc2C)on1 (configuration not stated)	-0.1%	0.4%	13.3%	5.0%	0.5%	-7.3%	3.3%	6.3%	2.9%
COc1ccc(CNC(=O)NCCc2c[nH]c3ccccc23)cc1	0.0%	15.2%	0.0%	-13.9%	-13.7%	-7.8%	-1.3%	2.4%	0.5%
O=C(CC1Oc2ccccc2NC1=O)NC1CC1 (configuration not stated)	-0.2%	7.8%	-7.7%	-15.5%	0.7%	4.5%	0.5%	1.1%	-5.6%
Cc1ccc(COC(=O)c2ccc3ccccc3n2)cc1	-0.1%	20.2%	-2.2%	-4.6%	-30.0%	3.9%	1.4%	-0.9%	2.2%
O=C(CSc1nc(-c2ccccc2)cc(C(F)(F)F)n1)NCc1cccs1	-0.1%	0.5%	5.8%	4.8%	-6.2%	24.0%	-4.4%	-1.5%	-7.0%
Cc1cccc(-n2c(Cc3ccccc3)n[nH]c2=S)c1	-0.1%	1.2%	11.0%	3.9%[20 µM]	-33.8%	-3.0%	2.0%	x	1.5%
Cc1ccccc1NC(=O)CN(C)S(=O)(=O)c1ccc2c(c1)n(C)c(=O)c(=O)n2C	-0.2%	9.2%	3.7%	-11.0%	-20.8%	8.6%	-0.5%	2.1%	-1.3%
COc1ccc2nc(SCC(=O)Nc3ccc(S(=O)(=O)N4CCCC4)cc3)c(C#N)cc2c1	-0.1%	32.5%	11.6%	-8.3%	-10.3%	8.3%	4.6%	-1.3%	-1.5%
COC(=O)NC(=S)Nc1ccc(Oc2ccc(Cl)cc2Cl)c(Cl)c1	-0.4%	-1.3%	-10.8%	16.3%	18.2%	2.0%	3.0%	-2.2%	8.0%
COc1cccc(CNC(=O)CCNS(=O)(=O)c2ccc3c(c2)CC(C)N3C(C)=O)c1 (configuration not stated)	-0.3%	-5.5%	0.2%	-33.7%	-2.8%	-1.3%	1.0%	-2.2%	10.6%
CCc1cc(C(=O)NNC(=O)CCN2CCN(c3ccccc3)CC2)sc1C	-0.1%	8.8%	14.3%	1.6%	-11.4%	-1.1%	-1.3%	-4.4%	6.6%
CCC(CC)COC(=O)C1=C(C)NC(=O)NC1c1ccc([N+](=O)[O-])cc1 (configuration not stated)	0.3%	3.4%	11.8%	16.9%[20 µM]	-18.7%	9.1%	-2.0%	-0.6%	-0.6%
O=C(O)CSc1nc2ccccc2[nH]1	0.3%	-3.2%	19.4%	-3.6%	-16.0%	9.8%	-0.3%	-7.6%	1.7%
C/C(N)=C(/C#N)C(=O)CSc1nnc(C)n1-c1ccccc1	0.4%	18.5%	-9.7%	-23.6%	-38.5%	-3.3%	2.3%	-3.8%	0.9%
O=C(/C=C/c1ccccc1)NC(NC(=S)Nc1ccc(Cl)cc1)C(Cl)(Cl)Cl (configuration not stated)	0.2%	-13.6%	29.1%	15.2%	x	-0.3%	-3.9%	-0.5%	-1.5%
CCc1nnc(N/N=C/c2ccc(N3CCC(C)CC3)c([N+](=O)[O-])c2)n1N	-0.5%	-12.8%	5.4%	36.0%	-29.0%	1.7%	-0.3%	3.6%	5.8%
CC(NC(=O)C1CCN(C(=O)[C@@H]2Cc3ccccc3CN2C(=O)OC(C)(C)C)CC1)c1ccccc1 (some centres not stated)	-0.2%	2.6%	-4.2%	15.8%	-24.6%	1.7%	1.6%	0.1%	2.6%
COc1ccc(CNC(=O)C2CCN(S(=O)(=O)c3cccnc3)CC2)cc1	-0.1%	10.2%	-9.4%	-10.0%	3.9%	21.6%	-0.3%	7.2%	1.0%
C=CCOc1cccc(C2C(C(=O)c3cc4ccccc4o3)=C(O)C(=O)N2c2cc(C)on2)c1 (configuration not stated)	0.3%	15.3%	13.5%	10.3%	-5.2%	-7.3%	54.2%	3.2%	0.4%
COCCNC(=S)N1CCN(C(c2ccccc2)c2ccccc2)CC1	-0.1%	-17.8%	8.2%	-17.1%	-5.9%	-7.0%	-1.2%	6.5%	-1.8%
C/C(N)=C(/C#N)C(=O)COC(=O)c1ccccc1Cc1ccccc1	-0.2%	-6.5%	-10.1%	-2.5%	-35.8%	0.5%	-0.8%	-2.8%	14.2%
Additional records
SMILES	GPR55 beta-arrestin	AID2073	GPR55 LPI antagonism	KOR beta-arrestin-1	NOD1 NF-kB reporter	GPR35 arrestin U2OS	HIV fusion peptide	KOR beta-arrestin-2	SIAH1 antagonists
COc1ccc(/C=C(\NC(=O)c2cccs2)C(=O)N2CCOCC2)cc1OC	0.3%	24.4%	5.8%	18.5%	-22.4%	6.1%	-1.7%	-0.5%	5.9%
Cc1ccc(-c2cc(C(=O)Nc3c(C)n(C)n(-c4ccccc4)c3=O)no2)cc1	-0.1%	0.7%	-18.7%	6.4%	20.9%	1.0%	-1.5%	1.5%	-7.6%
Cc1cccc(OCC(=O)NNC(=O)CCCCC(=O)NNC(=O)COc2cccc(C)c2)c1	-0.1%	-2.1%	-14.5%	12.7%	-8.0%	6.9%	-1.1%	-3.1%	2.7%
Nc1ccc(N(CCO)CCO)cc1	-0.2%	51.4%	9.8%	-1.2%	-17.2%	9.7%	19.1%	9.1%	52.6%
O=C(NCc1ccccc1)C(c1cccnc1)N(C(=O)c1ccccn1)c1cccc(F)c1 (configuration not stated)	0.4%	1.8%	2.2%	-47.5%	41.1%	-7.8%	0.4%	4.8%	-7.0%
C#Cc1ccc(CN2CCC(C(=O)Nc3ccc(Oc4ccccc4)nc3)CC2)cc1	0.0%	-2.2%	-5.1%	-39.4%	6.8%	1.2%	-0.5%	2.4%	-4.3%
CC(=O)c1ccc[n+](CC(=O)NC(C)c2ccccc2)c1 (configuration not stated)	0.0%	-4.9%	3.8%	-28.4%	-12.8%	-8.3%	10.2%	0.8%	5.7%
Cc1cc(C(=O)COC(=O)c2ccc(Br)o2)c(C)n1Cc1ccco1	-0.4%	10.7%	8.2%	12.0%	-24.2%	-6.1%	0.9%	-3.7%	6.9%
CN1C(=O)NC(c2ccc(C(F)(F)F)cc2)C2=C1CC(C)(C)CC2=O (configuration not stated)	-0.1%	31.7%	9.5%	-7.3%	2.5%	11.9%	0.9%	-2.6%	-3.2%
COc1cc(/C=N/O)cc(Br)c1OCC(=O)NCc1ccccc1	0.3%	-2.5%	2.7%	4.8%	-31.0%	-1.5%	-0.2%	-2.2%	7.5%
COc1ccc(C2(C(=O)NCc3ccccc3Cl)CCOCC2)cc1OC	0.2%	4.4%	3.9%	10.7%[20 µM]	-19.8%	6.3%	0.7%	-7.2%	7.5%
Cc1cccc(-n2cnc(C(=O)NC3CCCCCC3)c2)n1	-0.1%	6.5%	0.7%	-16.6%	-2.3%	2.6%	1.9%	0.4%	4.4%
CN1CCN(S(=O)(=O)c2cccc(C(=O)Nc3ccccc3N3CCCC3)c2)CC1	0.3%	-6.1%	3.6%	1.7%	-16.0%	7.3%	0.0%	5.0%	-4.4%
Cc1ccc(OCCN(C)C(=O)C2CCC(=O)N(CCCN3CCOCC3)C2)cc1 (configuration not stated)	-0.1%	8.1%	6.5%	-27.4%	22.5%	0.0%	0.0%	11.3%	-4.8%
Cc1ccc2nc(SC(C)C(=O)N3CCCC3)[nH]c2c1 (configuration not stated)	0.7%	6.4%	-9.3%	22.5%	-48.7%	49.0%	-0.9%	-0.7%	17.0%
COc1ccc(OCC(O)Cn2c(N)nc3c2c(=O)[nH]c(=O)n3C)cc1 (configuration not stated)	0.3%	u	-2.6%	-5.5%	9.7%	8.6%	0.6%	-0.2%	-0.7%
O=C(NCC1CCCO1)c1ccc(NS(=O)(=O)c2ccccc2)cc1 (configuration not stated)	-0.2%	13.3%	-8.0%	4.5%	12.8%	7.4%	-0.5%	x	-5.7%
CC(C)CCNC(=O)COc1ccc2c(c1)C(=O)CC(C)(C)O2	-0.1%	17.5%	2.2%	4.2%	-28.8%	-4.2%	-1.1%	-1.8%	-1.0%
CC(=O)c1cc(F)c(N2CCN(c3ccc([N+](=O)[O-])cc3F)CC2)cc1C	-0.2%	2.6%	-1.4%	-64.5%	16.8%	-7.4%	-1.5%	2.7%	-10.1%
CS(=O)(=O)N1N=C(c2ccco2)CC1c1ccc(Cl)cc1 (configuration not stated)	0.7%	25.9%	5.7%	-6.0%	-20.0%	-15.8%	21.9%	-4.3%	-1.6%
CCCCOc1ccc(C2(C)NC(=O)N(C)C2=O)cc1 (configuration not stated)	-0.1%	3.2%	1.3%	-20.2%	-18.6%	-11.6%	-1.0%	-2.7%	15.2%
Cc1nn(CC(=O)O)c(=O)c2ccccc12	0.0%	-4.9%	-2.8%	5.0%	-37.2%	6.2%	-0.8%	0.3%	5.0%
Cc1ccc(CNc2ncc(-c3ccc4c(c3)OCO4)n2C)cc1	-0.2%	0.4%	6.8%	-22.1%	3.1%	27.1%	1.7%	-3.4%	3.2%
COC(=O)Cc1ccc(NC(=O)C(c2ccccc2)c2ccccc2)cc1	0.1%	6.4%	0.8%	7.7%	-10.2%	-2.2%	-1.3%	1.9%	7.2%

2 records drawn at random from those above:
SMILES	GPR55 beta-arrestin	AID2073	GPR55 LPI antagonism	KOR beta-arrestin-1	NOD1 NF-kB reporter	GPR35 arrestin U2OS	HIV fusion peptide	KOR beta-arrestin-2	SIAH1 antagonists
C/C(N)=C(/C#N)C(=O)CSc1nnc(C)n1-c1ccccc1	0.4%	18.5%	-9.7%	-23.6%	-38.5%	-3.3%	2.3%	-3.8%	0.9%
COc1ccc(CNC(=O)NCCc2c[nH]c3ccccc23)cc1	0.0%	15.2%	0.0%	-13.9%	-13.7%	-7.8%	-1.3%	2.4%	0.5%
